# High-throughput results as filed in PubChem.
# NCI-60 one-dose screen, 48 h, at 10 µM unless noted. Numbers give growth in % (100 = growth as untreated, 0 = no growth, -100 = all killed).
# A549/ATCC: A549/ATCC NSCLC; 3.7% of 81,000 active
# HOP-92: HOP-92 NSCLC cells; 6.3% of 71,000 active
# CCRF-CEM: CCRF-CEM leukemia; 7% of 77,000 active; AID 1794778
# EKVX: EKVX NSCLC | 3% of 71,000 active | AID 1794765
# HOP-62: HOP-62 NSCLC; 3.9% of 80,000 active
# SK-MEL-28: SK-MEL-28 melanoma; 4.1% of 81,000 active
# SK-MEL-5: SK-MEL-5 melanoma; 6.4% of 80,000 active; AID 1794755
# M14: M14 melanoma; 6.2% of 80,000 active; AID 1794745
# * hit, by the source's call; · = no result given; & = joins results of further samples. The calls were made as follows: active = growth percent below 10; inactive = the rest.
1: Cc1ccc(N/N=c2/ccc(=O)/c(=N\Nc3ccc(S(=O)(=O)O)cc3)c2=O)c(C)c1
2: COc1ccc([C@@H]2CCC[C@H](/C=C/P(=O)(OC)OC)O2)cc1
3: COC(=O)C1(NC(=O)CNC(=O)OCc2ccccc2)CCCC1
4: Nc1ncc(-c2ccc(NS(=O)(=O)c3ccc(Br)cc3)cc2)[nH]1
5: CCCCN1C(=O)c2cccc3c(C#CCN4C(=O)c5cccc6cccc(c56)C4=O)ccc(c23)C1=O
6: CSc1nnc2c3cc(Br)ccc3n(C)c2n1
7: Nc1nc2c(nc(N3CCCC3)n2[C@@H]2O[C@H](CO)[C@@H](O)[C@H]2O)c(=O)[nH]1
8: N=c1c2c(=O)n3c(nc2nc2sc4ccc(Cl)cc4n12)-c1ccccc1Sc1ccccc1-3
Compound	1	2	3	4	5	6	7	8
A549/ATCC	113.2	103.2	95.3	98.6	100.2	103.8	102.7	22.4
HOP-92	65.6	104.8	85.2	57.8	88.1	·	102.3	6.9*
CCRF-CEM	100.5	73.5	100.6	74.6	94.1	96.9	107.2	12.5
EKVX	98.9	107.9	98.2	91.8	102.4	·	103.6	9.5*
HOP-62	105.0	104.3	110.8	97.3	96.4	101.5	93.9	·
SK-MEL-28	118.8	113.9	102.4	95.7	105.0	117.6	93.3	29.3
SK-MEL-5	112.2	110.6	100.1	96.9	100.0	·	99.4	-2.2*
M14	97.6	113.0	105.0	93.4	100.3	96.5	103.1	21.6

# Full records as entered above. Order of screens: A549/ATCC, HOP-92, CCRF-CEM, EKVX, HOP-62, SK-MEL-28, SK-MEL-5, M14
# Record of Cc1ccc(N/N=c2/ccc(=O)/c(=N\Nc3ccc(S(=O)(=O)O)cc3)c2=O)c(C)c1 → 113.2, 65.6, 100.5, 98.9, 105.0, 118.8, 112.2, 97.6
# Record of N=c1c2c(=O)n3c(nc2nc2sc4ccc(Cl)cc4n12)-c1ccccc1Sc1ccccc1-3 → 22.4, 6.9*, 12.5, 9.5*, ·, 29.3, -2.2*, 21.6
# Record of CCCCN1C(=O)c2cccc3c(C#CCN4C(=O)c5cccc6cccc(c56)C4=O)ccc(c23)C1=O → 100.2, 88.1, 94.1, 102.4, 96.4, 105.0, 100.0, 100.3

# Back to the main list, starting three compounds before the break.
6: CSc1nnc2c3cc(Br)ccc3n(C)c2n1
7: Nc1nc2c(nc(N3CCCC3)n2[C@@H]2O[C@H](CO)[C@@H](O)[C@H]2O)c(=O)[nH]1
8: N=c1c2c(=O)n3c(nc2nc2sc4ccc(Cl)cc4n12)-c1ccccc1Sc1ccccc1-3
9: COc1cc2ncnc(-n3ncc4cc(NC(=O)Nc5ccc(Cl)c(C)c5)ccc43)c2cc1OC
10: CCCCN(CCCC)CCCNc1c2c(nc3ccccc13)CCCC2
11: Cc1ccc(S(=O)(=O)N(C)c2ccccc2C(N)=O)cc1
12: CCOC(=O)c1c(C)[nH]c(C(=O)COC(=O)C(C)N2C(=O)C3CCCCC3C2=O)c1C (stereo unspecified)
13: CCN(CC)c1ccc(/C=C/C(=O)c2cccc(NS(C)(=O)=O)c2)cc1
14: Cc1ccc(-c2nc(SCC(=O)Nc3nc(-c4ccccc4)cs3)[nH]c(=O)c2C#N)cc1
15: O=C1c2ccccc2-c2c1c1cnccc1c(=O)n2C[C@H](O)CO
16: O=C1c2ccccc2C(=O)N1C1c2ccccc2Oc2ccccc21
Compound	6	7	8	9	10	11	12	13	14	15	16
A549/ATCC	103.8	102.7	22.4	99.9	96.9	102.5	99.6	·	93.5	78.4	92.6
HOP-92	·	102.3	6.9*	93.7	·	·	·	19.9	73.6	·	69.3
CCRF-CEM	96.9	107.2	12.5	101.9	95.2	99.3	84.3	13.3	91.6	·	95.9
EKVX	·	103.6	9.5*	97.7	·	·	66.4	57.6	96.0	102.5	98.0
HOP-62	101.5	93.9	·	·	94.5	97.8	91.9	42.6	82.8	·	89.3
SK-MEL-28	117.6	93.3	29.3	80.5	120.5	118.2	116.8	72.5	107.2	112.8	105.8
SK-MEL-5	·	99.4	-2.2*	88.0	95.0	99.1	65.1	39.6	98.0	87.0	101.8
M14	96.5	103.1	21.6	79.3	103.6	100.1	111.2	32.1	89.0	97.4	102.2

17: Cc1cnc(SCc2ccccc2)nc1N(C)C
18: CCOC(=O)C(C(=O)OCC)c1nc2sc3cc(Cl)c(Cl)cc3n2c(=N)c1C#N
19: CCC(C)n1ncc2c(N(C)C)ncnc21 (stereo unspecified)
20: NNC(=S)n1ccc(-c2cc3cc(Br)ccc3oc2=O)n1
21: CCCCOc1nc2c(C)cccc2cc1-c1cc(-c2ccc(Cl)cc2)nc(-c2ccc(Cl)cc2)c1
22: CN(C)c1cccc2c(S(=O)(=O)Nc3cccc(-c4csc(NC(=O)CN5CCN(CCO)CC5)n4)c3)cccc12
23: NC(N)=NN=C1CCC(C2CCCCC2)CC1 (stereo unspecified)
24: O=C(CCN1C(=O)/C(=C/c2ccccc2)SC1=S)NCCN1CCOCC1
Compound	17	18	19	20	21	22	23	24
A549/ATCC	90.8	108.2	91.7	110.7	101.4	62.6	45.1	102.3
HOP-92	75.1	110.2	83.6	129.2	91.4	58.4	86.8	85.4
CCRF-CEM	97.7	89.3	97.7	101.3	102.8	48.0	105.4	99.5
EKVX	101.2	94.6	94.6	103.6	101.1	41.8	70.1	88.5
HOP-62	98.1	95.4	108.2	96.0	102.6	109.7	87.4	102.8
SK-MEL-28	106.9	115.6	110.7	103.4	100.8	83.4	106.8	99.7
SK-MEL-5	98.1	81.3	110.2	96.5	102.8	21.9	95.1	97.7
M14	103.6	104.4	103.5	99.6	101.0	85.4	98.4	94.9

25: CCOC(=O)/C=C/c1ccc(OC(C)=O)cc1
26: O=C1c2ccccc2C(=O)c2[nH]c(-c3c(-c4ccc(F)cc4)nc4sccn34)nc21
27: COc1cc(/C=N/n2cnc3oc(-c4ccccc4)cc3c2=N)ccc1O
28: COc1cc(Cc2cc(-c3ccccc3)nn(Cc3ccccc3)c2=O)cc(OC)c1OC
29: CC1(C)C=CC[C@]2(C)[C@H]3CC[C@@H]4[C@H]5[C@H](C(/C=C/c6cccnc6)=N/O)CC[C@]5(CO)CC[C@@]4(C)[C@]3(C)CC[C@@H]12
30: COc1ccc(CN2C(=O)CSC2c2ccccc2Cl)cc1OC (stereo unspecified)
31: COc1ccc(NC(=O)CSc2nc3ccc(OC)cc3[nH]2)cc1
32: COc1ccc(OC)c(/C=C2\Cc3c(Cl)cccc3C2=O)c1
Compound	25	26	27	28	29	30	31	32
A549/ATCC	91.3	77.7	94.7	19.9	70.5	95.7	79.9	71.3
HOP-92	105.9	·	86.6	51.1	85.5	79.7	83.1	59.5
CCRF-CEM	71.4	83.6	92.8	34.8	74.0	90.8	87.6	92.7
EKVX	106.3	91.6	99.4	14.7	82.2	75.5	85.6	100.7
HOP-62	119.4	106.8	105.5	66.1	98.8	99.0	87.6	62.8
SK-MEL-28	120.9	95.0	101.7	56.2	107.4	111.8	102.7	104.3
SK-MEL-5	97.2	87.5	93.0	40.2	96.3	56.2	88.9	97.5
M14	111.8	113.4	·	44.1	86.6	99.6	93.5	79.8

33: CNC(=O)OC1C(O[C@H]2C[C@H]3[C@@H]4CC=C5C[C@@H](O)CC[C@]5(C)[C@H]4CC[C@]3(C)[C@H]2[C@H](C)C(=O)CCC(C)C)OCC(O)C1OC1OCC(O)C(O)C1OC(=O)c1ccc(OC)cc1 (stereo partly specified)
34: CCCS(=O)(=O)OCCO[C@H]1Cc2cc3ccc(=O)oc3cc2OC1(C)C
35: CC(=O)C1=C(C)NC(NNC(=O)Nc2ccc(Br)cc2)=NC1c1ccc(Cl)cc1 (stereo unspecified)
36: Cc1[nH]n(C(=O)c2ccncc2)c(=O)c1N=Nc1ccc(F)c(Cl)c1
37: Cc1[nH]c(C)c(Cl)c(=O)c1Cl
38: O=C1CCC(C(=O)N/N=C/c2c(F)c(F)c(F)c(F)c2F)N1 (stereo unspecified)
39: Nc1ccc(S(=O)(=O)Nc2cc(Cl)cc(Cl)c2)cc1
40: Cc1cc2[nH]c(=O)c(=O)[nH]c2cc1C
Compound	33	34	35	36	37	38	39	40
A549/ATCC	11.5	105.6	99.9	107.5	113.5	99.1	·	101.7
HOP-92	·	121.3	91.7	89.7	94.0	91.9	87.3	·
CCRF-CEM	-13.7*	106.7	97.8	19.7	97.3	100.5	81.2	103.5
EKVX	30.1	100.1	105.2	87.8	101.5	104.3	97.0	86.2
HOP-62	0.5*	121.5	96.0	95.8	103.7	102.0	92.8	98.8
SK-MEL-28	-53.3*	108.2	100.6	107.3	106.8	106.3	109.9	111.4
SK-MEL-5	-27.9*	105.1	106.8	106.8	104.6	98.4	94.1	103.4
M14	-65.5*	105.2	·	99.8	96.3	104.0	91.4	102.8

41: CCOC(=O)N/N=C/C=C/c1ccc(N(C)C)cc1
42: Cc1ccc(-c2nn(-c3ccccc3)cc2/C=C/C(=O)NNC(=O)c2ccc(Cl)cc2Cl)cc1
43: O=C(N=Nc1c(O)[nH]c2ccccc12)Nc1ccc(F)c(Cl)c1
44: N#Cc1c(-c2ccco2)nc(=S)[nH]c1Cl
45: CC(=O)Nc1ccc2c(C(=O)O)c(C)c(=O)[nH]c2n1
46: CSc1ccc(NC(=O)Nc2ccc(C(=O)NCC(=O)O)cc2)cc1
47: Nc1cc2ccccc2c(=O)n1NC(=O)c1ccc([N+](=O)[O-])cc1
48: COc1ccc(C2C3Cc4cc(OC)c(OC)cc4C3=NN2C(=O)Nc2ccc(C)cc2C)cc1OC (stereo unspecified)
Compound	41	42	43	44	45	46	47	48
A549/ATCC	100.1	87.3	99.4	105.6	113.1	99.9	98.6	86.0
HOP-92	·	97.9	63.4	69.2	92.2	·	103.1	72.3
CCRF-CEM	97.4	105.6	102.2	89.0	96.1	114.8	95.9	90.9
EKVX	·	94.2	81.2	109.9	100.6	104.8	76.2	105.4
HOP-62	107.9	111.1	89.6	50.4	91.1	118.2	96.9	105.4
SK-MEL-28	93.2	88.3	110.5	121.3	97.4	129.6	98.3	106.3
SK-MEL-5	93.2	95.2	92.0	96.2	100.5	105.1	96.6	75.2
M14	103.1	87.3	94.8	108.4	99.7	112.3	93.4	105.5

# Some of these compounds in order of heavy-atom count, ascending.
44: N#Cc1c(-c2ccco2)nc(=S)[nH]c1Cl
41: CCOC(=O)N/N=C/C=C/c1ccc(N(C)C)cc1
42: Cc1ccc(-c2nn(-c3ccccc3)cc2/C=C/C(=O)NNC(=O)c2ccc(Cl)cc2Cl)cc1
Compound	44	41	42
A549/ATCC	105.6	100.1	87.3
HOP-92	69.2	·	97.9
CCRF-CEM	89.0	97.4	105.6
EKVX	109.9	·	94.2
HOP-62	50.4	107.9	111.1
SK-MEL-28	121.3	93.2	88.3
SK-MEL-5	96.2	93.2	95.2
M14	108.4	103.1	87.3

# (next part)
49: O=C1NC(=O)/C(=C/c2ccc3nccc(-c4ccncc4)c3c2)S1
50: Nc1ccc(OCC(=O)N2CCOCC2)c(Cl)c1
51: COc1ccc(-c2cc(C(=O)N3N=C(c4ccc(Cl)cc4)CC3c3cc(-c4ccccc4)nn3-c3ccccc3)c3ccccc3n2)cc1 (stereo unspecified)
52: COc1cc2c(cc1OC)C(Sc1ccc(Cl)cc1)c1c(nc(N)c(C#N)c1N)O2 (stereo unspecified)
53: COc1ccc(-c2ccc(/C=N/NC(=O)c3[nH]c4ccc(Br)cc4c3-c3ccccc3)o2)cc1
54: Nc1cc(S(=O)(=O)O)cc2cccc(S(=O)(=O)O)c12
55: C(=C\c1cc2ccccc2o1)/c1cc(/C=C/c2cc3ccccc3o2)n(-c2ccccc2)n1
56: CCCCC(NC(=O)CN1C(=O)/C(=C/C(C)=C/c2ccccc2)SC1=S)C(=O)O (stereo unspecified)
57: NC(=O)C(=O)NCCCCCCC(=O)Nc1ccccc1
58: COc1cc(-c2ccc(N=Nc3c(O)ccc4ccccc34)c(OC)c2)ccc1N=Nc1ccc2c(S(=O)(=O)O)cc(S(=O)(=O)O)c(N)c2c1O
59: COc1cccc(-c2nc3sccn3c2-c2ccnc(NCCCNS(=O)(=O)c3c(Cl)cccc3Cl)c2)c1
Compound	49	50	51	52	53	54	55	56	57	58	59
A549/ATCC	-51.8*	101.0	90.7	44.1	42.5	97.4	78.6	98.5	100.6	95.6&107.4	60.3
HOP-92	-41.1*	100.0	80.4	20.1	85.9	109.2	79.7	62.8	97.5	83.1&89.9	49.6
CCRF-CEM	0.0*	96.3	89.5	-7.7*	10.5	97.8	71.6	105.0	97.5	96.2&99.6	31.9
EKVX	-16.9*	·	103.9	1.7*	60.1	107.0	97.0	98.6	94.3	93.1&88.8	58.7
HOP-62	-36.1*	99.4	100.8	63.0	47.2	110.8	94.1	93.0	105.6	78.4&86.6	85.6
SK-MEL-28	-32.6*	112.6	84.6	-3.1*	46.9	127.4	101.5	104.2	111.6	97.9&105.0	90.1
SK-MEL-5	-94.7*	114.1	96.0	12.5	30.3	103.4	102.3	100.9	97.9	102.2&85.0	22.8
M14	-45.5*	105.3	81.3	-21.2*	17.0	113.3	88.6	96.6	97.1	86.7&91.5	60.5
